MPTP block = mitochondrial permeability transition pore inhibitors, primary screen, biochemical, isolated mouse mitochondria, absorbance | inhibition, % at 10 µM | 1.4% of 360,000 active | AID 602449, 2012 | Ca2+ swelling absorbance, 30 min;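 active means inhibition of 50% or more, scaled per plate between neutral and stimulator controls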;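 further: 0% = DMSO wells given calcium and 100% = 1 mM EGTA wells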
PfG6PD inh = PfG6PD enzyme inhibitors, primary screen, biochemical, fluorescence intensity, uHTS; glucose-6-phosphate dehydrogenase-6-phosphogluconolactonase (Plasmodium falciparum 3D7); PfGluPho enzyme, NADPH resazurin-diaphorase fluorescence; inhibition, % at 20 µM; 0.78% of 350,000 active; AID 504690, 2011;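 active means inhibition reaching at least a set limit at 20 µM in the primary screen, cut at about 59% in these data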;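 further: 0% = DMSO wells with substrate and 100% = DMSO wells lacking glucose-6-phosphate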
NR3A LBD binder = binders of NR3A ligand-binding domain, primary screen, biophysical, differential scanning fluorimetry, uHTS; 2.5% of 340,000 active; Tm shift relative to glycine control, % at 25 µM; NR3A LBD differential scanning fluorimetry, Tm shift; 0% = protein alone, 100% = glycine-bound protein; Glutamate receptor ionotropic, NMDA 3A (GRIN3A) ligand-binding domain;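 active means melting temperature shift of at least 10% of the positive control shift, at one fixed dose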
SENP6 inh = SENP6 protease inhibitors, primary screen, biochemical, luminescence, uHTS; Sentrin-specific protease 6 (Homo sapiens), Q9GZR1; inhibition, % at 10 µM; 1.8% of 330,000 active; Recombinant SENP6 catalytic domain, aminoluciferin luminescence;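 active means inhibition above about 50% at the single tested dose, limit read from the data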;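 further: plate controls were DMSO wells with enzyme for no effect and DMSO wells lacking enzyme for full effect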
Target sequence (Q9GZR1 628-1112 limits assumed): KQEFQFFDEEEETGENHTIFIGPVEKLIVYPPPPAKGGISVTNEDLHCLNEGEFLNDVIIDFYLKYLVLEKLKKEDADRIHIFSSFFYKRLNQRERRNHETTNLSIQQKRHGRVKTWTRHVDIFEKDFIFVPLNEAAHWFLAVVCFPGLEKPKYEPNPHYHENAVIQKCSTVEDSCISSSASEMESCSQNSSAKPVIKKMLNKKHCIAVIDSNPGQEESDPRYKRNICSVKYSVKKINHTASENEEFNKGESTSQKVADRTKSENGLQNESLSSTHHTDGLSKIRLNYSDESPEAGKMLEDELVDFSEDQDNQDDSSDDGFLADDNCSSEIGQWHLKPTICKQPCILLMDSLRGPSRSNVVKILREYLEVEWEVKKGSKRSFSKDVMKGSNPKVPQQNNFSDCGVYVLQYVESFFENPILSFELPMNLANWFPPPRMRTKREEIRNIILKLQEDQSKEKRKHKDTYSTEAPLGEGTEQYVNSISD
ATG4B inhibitor = ATG4B protease inhibitors, primary screen, biochemical, fluorescence, uHTS. 0.51% of 340,000 active. Cysteine protease ATG4B (Homo sapiens), Q9Y4P1. inhibition, % at 8.33 µM. AID 504462, 2011. ATG4B cleavage of LC3-PLA2, NBD-HPC fluorescence, 1 h; in the data active means inhibition above about 40%
Target sequence (Q9Y4P1 whole entry, looked up): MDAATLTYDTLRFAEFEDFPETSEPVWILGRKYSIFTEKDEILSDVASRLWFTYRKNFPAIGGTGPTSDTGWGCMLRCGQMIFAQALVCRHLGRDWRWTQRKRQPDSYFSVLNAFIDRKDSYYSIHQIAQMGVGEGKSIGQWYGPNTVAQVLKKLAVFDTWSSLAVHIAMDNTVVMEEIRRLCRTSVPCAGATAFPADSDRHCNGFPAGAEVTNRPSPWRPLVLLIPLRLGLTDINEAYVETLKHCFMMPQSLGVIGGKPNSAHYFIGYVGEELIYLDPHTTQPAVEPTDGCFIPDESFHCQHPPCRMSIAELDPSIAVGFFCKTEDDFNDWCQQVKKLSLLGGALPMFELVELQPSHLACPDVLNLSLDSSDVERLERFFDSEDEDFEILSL
SENP8 inh = human SENP8 protease inhibitors, primary screen, biochemical, fluorescence, Nedd8 protein substrate, uHTS | recombinant SENP8 | inhibition, % at 20 µM | 0.64% of 360,000 active | AID 602440, 2012 | Sentrin-specific protease 8 (Homo sapiens), Q96LD8; in the data active means inhibition mostly above about 40%, no sharp cut-off; inactive means mostly below about 27%
Target sequence (Q96LD8 whole entry, looked up): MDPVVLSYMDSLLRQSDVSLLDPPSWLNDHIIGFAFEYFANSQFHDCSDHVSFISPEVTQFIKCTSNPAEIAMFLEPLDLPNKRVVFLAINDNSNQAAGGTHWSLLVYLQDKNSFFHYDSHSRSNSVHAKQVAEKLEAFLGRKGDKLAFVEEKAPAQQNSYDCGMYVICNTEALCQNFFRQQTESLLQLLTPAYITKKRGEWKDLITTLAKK
HKDC1 inhibitor = HKDC1 hexokinase inhibitors, primary screen, biochemical, fluorescence, uHTS | Q2TB90 | recombinant HKDC1, G6PDH/diaphorase resazurin coupled fluorescence | inhibition, % at 20 µM | 0.16% of 340,000 active;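 active means inhibition above about 35% when tested at 20 µM, limit read from the data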;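 further: plate controls were DMSO wells with enzyme for no effect and DMSO wells lacking enzyme for full effect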
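Assay system: in-house recombinant HK5 (HKDC1) enzyme. Input: HKDC1 at 5 µg/mL. Medium: Tris pH 8.0 buffer with MgCl2, Tween-20, BSA, BME. Dosing: single 20 µM dose. Schedule: 90 min reaction incubation at room temperature, dark. Signal: resazurin-to-resorufin fluorescence via G6PDH and diaphorase coupling, 525/613 nm. Controls: DMSO-enzyme wells negative, buffer-substituted wells positive.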
SENP7 block = SENP7 protease inhibitors, primary screen, biochemical, luminescence, uHTS; Sentrin-specific protease 7 (Homo sapiens), Q9BQF6; recombinant SENP7, Z-RLRGG-aminoluciferin luminescence, 40 min; inhibition, % at 5 µM; 1.5% of 330,000 active; AID 434973, 2010;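 active means inhibition above about 50% at the single test dose, limit read from the data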;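 further: plate controls were DMSO with enzyme for no effect and no enzyme buffer wells for full effect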
Numbers without * were called inactive; . = not tested or not shown.

Start of the listing, in advance:
SMILES | MPTP block | PfG6PD inh | NR3A LBD binder | SENP6 inh | ATG4B inhibitor | SENP8 inh | HKDC1 inhibitor | SENP7 block
CC(=O)Nc1cc(S(=O)(=O)Nc2ccccc2)c(C)cc1C | 1.0 | -13 | 1 | 3 | -2 | 16 | 5 | -2
O=S(=O)(Cc1nnnn1-c1ccccc1)c1ccccc1 | 1.6 | 5 | -3 | 6 | 5 | 2 | 3 | 2
O=C(NC(=S)Nc1ccccc1)c1cccs1 | 1.3 | 6 | 0 | -2 | 7 | 9 | -1 | -8
COc1ccc(OC)c(Nc2cc(C)nc3nc(C)nn23)c1 | 0.3 | 15 | -2 | -13 | -4 | -5 | -1 | -3
O=S(=O)(Cc1cccc(F)c1)c1c[nH]c2ccccc12 | 0.0 | 86* | -10 | 2 | -5 | 8 | 1 | -7

Main list, from the first entry:
SMILES | MPTP block | PfG6PD inh | NR3A LBD binder | SENP6 inh | ATG4B inhibitor | SENP8 inh | HKDC1 inhibitor | SENP7 block
CC(=O)Nc1cc(S(=O)(=O)Nc2ccccc2)c(C)cc1C | 1.0 | -13 | 1 | 3 | -2 | 16 | 5 | -2
O=S(=O)(Cc1nnnn1-c1ccccc1)c1ccccc1 | 1.6 | 5 | -3 | 6 | 5 | 2 | 3 | 2
O=C(NC(=S)Nc1ccccc1)c1cccs1 | 1.3 | 6 | 0 | -2 | 7 | 9 | -1 | -8
COc1ccc(OC)c(Nc2cc(C)nc3nc(C)nn23)c1 | 0.3 | 15 | -2 | -13 | -4 | -5 | -1 | -3
O=S(=O)(Cc1cccc(F)c1)c1c[nH]c2ccccc12 | 0.0 | 86* | -10 | 2 | -5 | 8 | 1 | -7
O=C(NCCCN1CCCC1=O)c1cc(COc2ccc(F)cc2F)on1 | 1.0 | -6 | 0 | -3 | 16 | 4 | -4 | 2
COc1ccc(CCNC(=O)CCOc2ccc(C)cc2)cc1OC | -2.0 | 0 | -1 | 0 | -5 | 3 | -6 | -2
Cc1cc(Cl)ccc1OCC(=O)NNC(=O)c1cccnc1 | -0.8 | -12 | 0 | 5 | -1 | 4 | -4 | 11
CC(=O)Nc1cc2c(cc1Cl)-c1ccccc1C2O (centres undefined) | 0.5 | 1 | 2 | . | 7 | 10 | 5 | .
O=S(=O)(Nc1cccc(-c2cn3c(n2)SCC3)c1)c1cccs1 | 0.2 | 14 | 2 | 4 | -18 | 9 | -5 | 9
CCN1CCN(C(=O)C(C)Sc2nnc3nc(C)cc(C)n23)CC1 (centres undefined) | -0.6 | -1 | 0 | 2 | 0 | -62 | -1 | 7
CCOC(=O)c1cccc2c1-c1ccccc1/C2=N/O | 5.0 | -14 | -14 | -18 | -37 | -10 | 3 | 3
COc1ccc(Nc2c3c(nc4ccccc24)CCC3)cc1 | 2.1 | -13 | 1 | -38 | 21 | 7 | 1 | 4
COc1ccc2c(c1)c(C(=O)O)c(C)n2CCc1ccc(OC)c(OC)c1 | -1.5 | -24 | 0 | -1 | -1 | 8 | -2 | -2
CCCCNC1=NCCS1 | 7.5 | -5 | -1 | -19 | -9 | 1 | -7 | -2
CC(=O)Nc1ccc(OC(F)(F)Cl)cc1 | -3.2 | -15 | -2 | -4 | 2 | 9 | 10 | -2
Cc1c(C=O)c(=O)n(-c2ccccc2)n1-c1ccccc1 | -0.5 | -17 | -2 | -9 | 1 | 15 | -8 | -1
Cc1cc(C)c(NS(=O)(=O)c2ccc(NC(=O)CCC(=O)O)cc2)c(C)c1 | 0.5 | 5 | -3 | 0 | -9 | 7 | -10 | -7
CC(C)CN(C(=O)COC(=O)c1ccc2c(c1)OCO2)c1c(N)n(Cc2ccccc2)c(=O)[nH]c1=O | -1.1 | 2 | 0 | -16 | 1 | -2 | -5 | 13
CCC(C)(C)n1nnnc1CN(Cc1cccs1)Cc1cc2cc(OC)ccc2[nH]c1=O | -1.1 | -1 | 3 | -22 | -11 | -237 | 4 | 5
Cc1ccc(NC(=O)C2CCC(C(C)(C)C)CC2)cc1S(=O)(=O)N1CCOCC1 (centres undefined) | 7.0 | 30 | 6 | 9 | -7 | -2 | 0 | -8
CC(C)CCNC(=O)c1cccnc1Sc1ccccc1 | 0.8 | -4 | 4 | 0 | -3 | 15 | -10 | 0
Cc1cccc(NC(=S)N(C)Cc2cn(C)c3ccccc23)c1 | 2.7 | 17 | 3 | -15 | -4 | 2 | -5 | 3
c1ccc(-c2ccc(OCCOCCn3cncn3)cc2)cc1 | -3.9 | 5 | 2 | 4 | -13 | 21 | 2 | 1
Cc1c(NC(=O)c2c(NC(=O)CNC3CC3)sc3c2CCCC3)c(=O)n(-c2ccccc2)n1C | 0.7 | -1 | -1 | -21 | -8 | 15 | 9 | -6
Cc1ccc(Cl)cc1NC(=O)Nc1c(C)n(C)n(-c2ccccc2)c1=O | -2.3 | 13 | 4 | -1 | -4 | 3 | -3 | 2
CN(CC(=O)NCc1ccccn1)S(=O)(=O)c1ccccc1 | -0.7 | -3 | 0 | -16 | -14 | 20 | -15 | -1
CCc1ccccc1NC(=O)CCc1nc(-c2cccs2)no1 | 0.2 | -13 | -1 | -1 | 2 | 6 | 13 | 6
CCOc1ccc(S(=O)(=O)N(CC(=O)NCc2cccnc2)c2ccc(C)cc2)cc1 | 1.0 | -1 | -5 | -6 | -4 | 5 | -5 | 3
O=C(Nc1nc(-c2nc3ccccc3s2)cs1)C1COc2ccccc2O1 (centres undefined) | 1.6 | 0 | 5 | -7 | -6 | -140 | 4 | -7
COc1ccc(C2c3cc(OC)c(OC)cc3CCN2C(=O)c2cccc([N+](=O)[O-])c2)cc1OC (centres undefined) | 0.1 | -17 | -1 | -10 | -2 | 12 | 4 | 4
CCOc1ccc2nc(NC(=O)Cn3cnc4c3c(=O)n(C)c(=O)n4C)sc2c1 | -2.1 | -9 | 0 | -15 | 4 | -4 | 10 | 2
C[C@H]1COC(=O)[C@@H](CC(=O)OC(C)(C)C)C/C=C\C[C@@H](CC(=O)N(CCO)Cc2ccccc2)C(=O)N1 | 0.3 | -15 | 0 | -19 | 0 | 23 | -2 | -9
NCCCCCc1nnc(SCC(=O)c2ccc(Cl)cc2)o1 | -0.9 | 35 | 2 | -15 | -12 | 3 | 5 | -3
O=C1C=CC(=Nc2ccc(F)cc2)O1 | -2.8 | 9 | 0 | . | 2 | 12 | -3 | .
COc1ccc(C2CC(c3cccs3)=NN2C(=O)c2ccc(Br)o2)cc1 (centres undefined) | -2.0 | 4 | 2 | -24 | 11 | -191 | 19 | 2
O=C(Nc1ccc2oc(-c3cccnc3)nc2c1)c1ccc2c(c1)OCCO2 | 0.1 | 2 | -16 | -12 | 7 | -380 | 10 | -7
CCOc1ncccc1C(=O)NNC(=O)c1ccccc1-n1cccc1 | -0.2 | -7 | 0 | -2 | -5 | 6 | -7 | -5
Cc1c(C(=O)NC2CCS(=O)(=O)C2)oc2ccccc12 (centres undefined) | 3.0 | -6 | -2 | -11 | 9 | 10 | 1 | 9
c1ccc(-c2ccccn2)nc1 | -1.8 | -9 | -2 | 7 | 3 | 2 | -5 | -2
Cn1nc(-c2ccccc2)c(C(=O)Nc2ccc(Cl)cc2)c1Cl | 0.7 | -11 | 0 | -14 | -2 | 16 | -8 | -6
COc1ccc(-c2cc(=O)oc3cc(OCC(=O)N(C)C)ccc23)cc1 | 2.0 | -20 | -1 | 6 | 7 | -35 | 10 | 7
CCOC(=O)c1ccccc1NC(=O)Cc1ccc(S(=O)(=O)N2CCCC2)s1 | -0.1 | 0 | 2 | 25 | -1 | -135 | -1 | 0
NC(=O)c1ncc(C(F)(F)F)cc1Oc1ccc(F)cc1 | 0.6 | 11 | 7 | -16 | -5 | 16 | -1 | 5
O=C(CC1SC(=NCC2CCCO2)NC1=O)Nc1cc([N+](=O)[O-])ccc1Cl (centres undefined) | 0.6 | -8 | 0 | -14 | 6 | 10 | -7 | 3
CCN1CCN(c2nc(-c3cccnc3)nc3ccccc23)CC1 | 0.1 | -7 | 0 | 7 | 3 | 6 | -2 | 4
Cn1c(=O)c(C(=O)CN2CC(=O)Nc3ccccc32)c(N)n(Cc2ccccc2)c1=O | 4.3 | -2 | 0 | -14 | -10 | -3 | -3 | -4
O=C(NC(=S)N(Cc1ccccc1)c1ccccn1)C1CC1 | -0.6 | 1 | 17* | -4 | -13 | -8 | 9 | -1
O=C(O)c1cccc(N2C(=O)CSC2c2c(F)cccc2Cl)c1 (centres undefined) | -0.1 | 18 | -1 | 8 | -8 | -3 | -1 | 4
O=C(COc1ccc(Cl)cc1Cl)NN=C1CCCCC1 | -0.7 | -10 | -1 | -7 | -1 | 5 | -1 | 6

Other compounds:
SMILES | MPTP block | PfG6PD inh | NR3A LBD binder | SENP6 inh | ATG4B inhibitor | SENP8 inh | HKDC1 inhibitor | SENP7 block
Cc1[nH]ccc(=O)c1Cc1c(Cl)cccc1Cl | 0.2 | -2 | 2 | -11 | 7 | 17 | -7 | 8
Cc1cc(C)cc(OCC(=O)NCc2cc(C)nc3ccccc23)c1 | 4.6 | 1 | 0 | -8 | -3 | 3 | -11 | -7
CN1CCN(NC(=O)NC2CCCCC2)CC1 | -0.1 | 1 | -3 | -4 | 3 | -1 | -7 | -4
CC(=O)Oc1ccc(/C=C2/CCc3ccccc3C2=O)cc1 | 16 | -23 | -6 | 97* | 3 | 6 | 18 | 97*
COC(c1ccccc1)c1nnc(CCC(=O)NCc2cccc(-n3cccn3)c2)o1 (centres undefined) | 3.4 | 2 | 3 | 3 | -7 | 11 | -3 | 10
Cn1c(=O)c(C(=O)c2ccc(S(C)(=O)=O)c(Cl)c2Cl)c(O)c2ccccc21 | 1.7 | 35 | 0 | -10 | 2 | 16 | 3 | 1
Nc1c2c(nn1-c1ccc(F)cc1)CSC2 | -0.3 | 10 | 0 | 7 | -3 | 9 | -1 | -12
CCCOc1ccc(C2C(=O)N(C3CCCCC3)CC(=O)N2C2CC2)cc1OC (centres undefined) | -0.2 | 11 | -1 | -4 | -8 | 12 | -10 | 6
CCn1cc(C(=O)O)c(=O)c2cc(F)c(N3CCN(S(=O)(=O)c4ccc(NC(=O)OC)cc4)CC3)cc21 | 13 | 19 | -4 | -5 | -10 | -409 | -3 | -8
Cc1cc(S(=O)(=O)N2CCOCC2)ccc1OCC(=O)Nc1ccc(F)cc1F | 1.7 | 7 | 3 | -2 | -8 | 6 | -8 | 12
COc1ccccc1N1CCN(c2nc3c(C)cccn3c(=O)c2C=O)CC1 | 0.4 | 10 | -3 | -13 | -1 | -21 | 13 | -1
O=c1c(-c2ccco2)[n+]([O-])c2ccccc2n1OCc1ccccc1 | 1.2 | 45 | 4 | -16 | 4 | -149 | 6 | -2
Cc1ccc(NC(=O)CN(C)C(=O)CCOc2cccc(C)c2)cc1 | 2.9 | 5 | -3 | -9 | -12 | 21 | -8 | -3
ON=C1c2ccccc2-c2ccccc21 | -1.2 | -11 | 0 | 6 | -10 | 7 | -5 | -3
CN(C(=O)Nc1ccc(Cl)cc1Cl)[C@H]1c2cc(Br)ccc2OC[C@H]1CO | -0.2 | 10 | -7 | -5 | 5 | 18 | -8 | -12
CCOC(=O)CCNC(=O)c1ccc2nc(C3CCCCC3)oc2c1 | 0.2 | 1 | 1 | 1 | -7 | 15 | -4 | 9
COc1ccc2c(c1)sc1nc(=O)ccn12 | 3.8 | -6 | -2 | 10 | -3 | -166 | -3 | 2
O=c1nc(Nc2ccccc2)sc2ccc([N+](=O)[O-])cc12 | -0.4 | -16 | 20* | 4 | 19 | 23 | 7 | 9
